STK33 kinase inh = inhibitors of human STK33 kinase; AID 2661; purified STK33, MBP phosphorylation, ADP-Glo luminescence; inhibition, % at 10 µM; Q9BYT3; 320,000 compounds, 0.073% hits;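 active means inhibition at or above 25%, using the most active replicate where run in duplicate; inactive means inhibition below 25%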
Target sequence (Q9BYT3 whole entry, looked up): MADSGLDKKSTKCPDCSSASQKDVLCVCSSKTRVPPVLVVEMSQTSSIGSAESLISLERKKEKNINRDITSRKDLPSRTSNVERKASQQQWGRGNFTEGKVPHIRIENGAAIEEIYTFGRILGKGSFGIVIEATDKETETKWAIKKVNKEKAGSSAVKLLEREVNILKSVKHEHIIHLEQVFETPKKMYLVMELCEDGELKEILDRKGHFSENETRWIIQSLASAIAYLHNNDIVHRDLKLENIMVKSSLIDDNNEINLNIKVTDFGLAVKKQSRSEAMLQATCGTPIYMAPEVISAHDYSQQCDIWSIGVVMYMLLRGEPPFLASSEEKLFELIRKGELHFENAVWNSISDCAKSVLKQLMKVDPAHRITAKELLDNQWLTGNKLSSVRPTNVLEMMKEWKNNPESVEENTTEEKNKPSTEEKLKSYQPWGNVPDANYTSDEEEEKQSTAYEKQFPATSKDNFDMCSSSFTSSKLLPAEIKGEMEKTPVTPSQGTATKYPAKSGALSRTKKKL
CHT block = inhibits the human high affinity choline transporter | Q9GZV3 | CHT-expressing cells, membrane potential dye, choline response; active compounds read low | B-score at 10 µM | 310,000 compounds, 0.86% hits | AID 488975;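 active means B-score over 3 SD under the library average, and starting fluorescence ratio not unusually high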;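 further: choline stimulus applied at its EC90 after an EC20 pre-addition; B-score computed on integrated fluorescence ratio after choline addition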
Target sequence (Q9GZV3 whole entry, looked up): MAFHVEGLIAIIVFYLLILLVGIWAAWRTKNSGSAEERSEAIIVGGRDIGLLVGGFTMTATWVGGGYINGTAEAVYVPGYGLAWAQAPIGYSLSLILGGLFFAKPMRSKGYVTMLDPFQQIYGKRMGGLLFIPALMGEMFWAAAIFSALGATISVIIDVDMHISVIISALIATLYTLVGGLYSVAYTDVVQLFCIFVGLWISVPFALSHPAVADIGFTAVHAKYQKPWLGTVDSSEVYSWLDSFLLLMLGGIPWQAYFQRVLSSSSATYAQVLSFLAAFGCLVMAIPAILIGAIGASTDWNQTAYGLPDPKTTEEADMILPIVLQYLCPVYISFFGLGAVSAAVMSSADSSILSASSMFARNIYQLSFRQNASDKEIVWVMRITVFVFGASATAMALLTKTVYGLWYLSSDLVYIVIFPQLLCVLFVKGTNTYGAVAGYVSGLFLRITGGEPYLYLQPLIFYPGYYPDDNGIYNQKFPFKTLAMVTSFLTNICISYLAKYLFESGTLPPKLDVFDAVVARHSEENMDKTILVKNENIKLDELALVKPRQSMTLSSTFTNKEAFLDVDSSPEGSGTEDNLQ
CHT allo act = allosteric activators of human choline transporter CHT. CHT-expressing cells, membrane potential dye, choline EC20; active compounds read high; LV-AA mutant CHT in HEK293 cells. Q9GZV3. AID 488977. B-score at 10 µM. 310,000 compounds, 0.49% hits;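 active means initial fluorescence not abnormally high and integrated response B-score, plate-corrected, over 3 SD above library mean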
Active calls of the source: *; i = inactive; . = not tested or not shown.

molecule | STK33 kinase inh | CHT block | CHT allo act
COc1ccc(/C=N/n2c(SC)nnc(C(C)(C)C)c2=O)c(OC)c1 | -1.2 | i | i
Cc1cc(=O)oc(C)c1C(=O)N1CCN(C(c2ccccc2)c2ccccc2)CC1 | 0.3 | i | i
CCOC(=O)c1sc(=S)n(C)c1N | 1.6 | i | i
COc1ccc(C(=O)O)cc1Nc1cc(C)nc2ncnn12 | -1.4 | i | i
CN(CCCC(=O)O)S(=O)(=O)c1ccc2c(c1)C(=O)c1cc(S(=O)(=O)N(C)CCCC(=O)O)ccc1-2 | -0.5 | i | i
CCCNC(=O)NC(=O)COc1ccc2oc3ccccc3c2c1 | -0.2 | i | i
COc1ccccc1N1CCN(Cc2nc(N)nc(Nc3ccc(C)cc3)n2)CC1 | -0.4 | i | i
COc1nsnc1N1CCOCC1 | -1.3 | i | i
O=C(CCC(=O)c1cccs1)Nc1ncccc1O | -0.4 | i | i
C/C(=C\C(=O)c1sccc1Cl)N(C)C | -1.2 | i | i
NC(=O)c1cc([N+](=O)[O-])ccc1NCCN1C(=O)c2ccc(C(=O)O)cc2C1=O | -2.2 | i | i
COc1ccc(C(=O)CC(=O)C(=O)Nc2ccc([N+](=O)[O-])cc2C)cc1 | 0.2 | i | i
Clc1ccc(-c2c(C3=NCCCN3)nnn2-c2ccc(Cl)cc2)cc1 | -1.2 | i | i
CC(=O)N1c2ccc(S(=O)(=O)N(C)CC(=O)Nc3ccccc3C)cc2CC1C (stereo not given) | -1.9 | i | i
c1ccc(SCc2cn3cccnc3n2)nc1 | 0.4 | i | i
Cc1ccc(C(=O)Sc2cccccc2=O)cc1 | -0.8 | i | i
COC(=O)Cn1cnc2c(nnn2-c2ccc(OC)cc2)c1=O | 0.0 | i | i
Cc1cc(C)cc(-n2nnc(C(=O)NCc3ccco3)c2N)c1 | -0.1 | i | i
O=S(=O)(Nc1cccnc1)c1cc(Cl)ccc1Cl | -6.4 | i | i
O=S(=O)(c1ccc(F)cc1)c1snnc1-c1ccccc1 | -1.3 | i | i
Cc1nn(C)cc1S(=O)(=O)N1CCCCC1C (stereo not given) | -0.6 | i | i
N#Cc1cc2c(=O)n3ccccc3nc2n(Cc2cccnc2)c1=O | 1.4 | i | 6.9*
CCOc1ccc(CC(=O)NCCc2cnc[nH]2)cc1 | -1.1 | i | i
CSc1cccc(NC(=O)C2C3C=CC4(O3)C2C(=O)N(CCN2CCOCC2)C4C(=O)NC2CCCCC2)c1 (stereo not given) | 0.8 | i | i
Cc1cc(=O)oc(C)c1C(=O)NCCN(C)Cc1ccccc1 | -0.7 | i | i
Cc1ccc(-n2c(SCC(=O)N/N=C/c3ccccc3C(=O)O)nnc2-c2ccc(Cl)cc2)cc1 | -2.4 | i | i
CCOc1ccc2nc(SCC(=O)Nc3cccc(S(=O)(=O)NC4=NCCCCC4)c3)[nH]c2c1 | -0.1 | i | i
O=[N+]([O-])c1ccc2c(c1)C(N1CCOCC1)/C(=C/COc1ccc(Cl)cc1Cl)O2 (stereo not given) | 0.4 | i | i
COc1ccc(CNC(=O)COC(=O)c2cncc(Br)c2)cc1 | -1.3 | i | i
O=C(CCc1ccccc1)Nc1ccc(N2CCCCC2)cc1 | -4.3 | i | i
Cc1c(C(=O)N2CCCCC2)c(S(=O)(=O)NCCc2ccc(Cl)cc2)c(C)n1C | -0.3 | i | i
Cc1cc(NC(=O)CSc2nc3ccccc3cc2C#N)no1 | 0.4 | i | i
COC(=O)[C@@H](NC(=O)CCc1nnc(-c2ccsc2)o1)C(C)C | -1.7 | i | i
COc1ccccc1-n1c(CNC(=O)c2cccc([N+](=O)[O-])c2C)n[nH]c1=S | 0.4 | i | i
Clc1ccc(-c2nc(-c3cnccn3)no2)cc1 | 0.0 | i | i
Cc1ccc(S(=O)(=O)N2CCSC2)cc1C | -0.9 | i | i
O=C(CCN1C(=O)C2CCCCC2C1=O)Nc1ccc(OC(F)F)cc1 (stereo not given) | -0.2 | i | i
CC(C)(C)C(=O)NC(=S)Nc1ccccc1F | -1.8 | i | i
Brc1ccc2oc(-c3ccn[nH]3)cc2c1 | -0.6 | i | i
Cc1cccc(-n2c(C)cc(/C=N\NC(=O)c3cccs3)c2C)c1 | 0.0 | i | i
CCOc1ccccc1NC(=O)COC(=O)/C=C/c1ccc(OC)c(OC)c1 | -0.2 | i | i
O=C(COc1ccc(F)cc1Cl)Nc1cc(S(=O)(=O)N2CCOCC2)ccc1N1CCCCC1 | 0.1 | i | i
NS(=O)(=O)c1ccc(CCNC(=O)COC(=O)C2CCCN2C(=O)c2cccs2)cc1 (stereo not given) | -0.5 | i | i
Cc1cc(NC(=O)CSc2c3c(nc4ccccc24)CCC3)no1 | -1.6 | i | i
Cc1sc2ncnc(OCC(=O)Nc3ccc4c(c3)OCCO4)c2c1C | 0.3 | i | i
NC(=O)c1nc(-c2cccs2)nc2c1[nH]c(=O)n2-c1ccc(F)cc1 | 0.5 | i | i
CC(C)(C)OC(=O)CC[C@@H](C(=O)NCCCCCCCCCCC(=O)N1CCN(C(=O)OC(C)(C)C)CC1)n1cc(CCCCCNC(=O)OC(C)(C)C)nn1 | -1.0 | i | i
c1ccc2c(c1)OCC(c1nnc3sc(-c4ccc5c(c4)OCO5)nn13)O2 (stereo not given) | -0.3 | i | i
c1ccc(Nc2nnc(SCc3cccc4ccccc34)s2)cc1 | -0.1 | i | i
COc1ccc(-c2cc(C(F)F)n3ncc(C(=O)N4CCN5CCCC5C4)c3n2)cc1 (stereo not given) | 1.3 | i | i
Cc1cccc(C)c1NC(=S)Nc1ccc(Cl)c(Cl)c1 | -2.1 | i | i
Cc1cccn2c(=O)c3cc(C(=O)NCc4ccco4)c(=N)n(CCc4ccccc4)c3nc12 | . | i | i
Cc1cccc([C@@H]2[C@@H]3C(=O)N(Cc4ccccc4)C(=O)[C@@H]3[C@]3(CC(C)C)C(=O)N(c4cccc(Br)c4)C(=O)N23)c1 | -0.2 | i | i
O=C(CSc1cc(Cl)ccc1Cl)NCCCn1ccnc1 | -0.4 | i | i
COc1cc(OC)cc(C(=O)NCCCNC(=O)c2cccnc2)c1 | -0.2 | i | i
Cc1ccc(CC(=O)Nc2cccc(C)n2)cc1 | -1.3 | i | i

Gathered by group, the compounds so far containing a thiophene ring, fused or not
molecule | STK33 kinase inh | CHT block | CHT allo act
O=C(CCC(=O)c1cccs1)Nc1ncccc1O | -0.4 | i | i
C/C(=C\C(=O)c1sccc1Cl)N(C)C | -1.2 | i | i
COC(=O)[C@@H](NC(=O)CCc1nnc(-c2ccsc2)o1)C(C)C | -1.7 | i | i
Cc1cccc(-n2c(C)cc(/C=N\NC(=O)c3cccs3)c2C)c1 | 0.0 | i | i
NS(=O)(=O)c1ccc(CCNC(=O)COC(=O)C2CCCN2C(=O)c2cccs2)cc1 (stereo not given) | -0.5 | i | i
Cc1sc2ncnc(OCC(=O)Nc3ccc4c(c3)OCCO4)c2c1C | 0.3 | i | i
NC(=O)c1nc(-c2cccs2)nc2c1[nH]c(=O)n2-c1ccc(F)cc1 | 0.5 | i | i

Next part
molecule | STK33 kinase inh | CHT block | CHT allo act
COc1ccccc1-c1nnc(-c2ccc(F)cc2)o1 | 0.9 | i | i
CCC(C)N1CC(C(=O)NC2CCCCC2)CC1=O (stereo not given) | -0.7 | i | i
CSc1ccc(/C=C(/NC(=O)c2ccco2)C(=O)N2CCCCC2)cc1 | 0.2 | i | i
CCOC(=O)C1CCN(C(c2cccc(OC)c2)c2sc3nc(C)nn3c2O)CC1 (stereo not given) | 0.1 | i | i
Cc1ccc(NC(=O)CN(C)CC(=O)Nc2c(C)cccc2C)c(Br)c1 | 0.8 | i | i
CCOC(=O)c1c(C)oc2c1c1c(c3ccccc32)OCN(Cc2ccccn2)C1 | -1.2 | i | i
CCCCNC(=S)NNC(=O)c1csc(C)c1C | -0.7 | i | i
CCOc1ccccc1N1Cc2cc(C)c(C)cc2C1 | -1.6 | i | i
COc1cc(C2CC(=O)c3cnc(N)nc3C2)cc(OC)c1OC (stereo not given) | -0.6 | i | i
Cc1cccc(NC(=S)N(CCc2ccncc2)C(C)C)c1C | -0.4 | i | i
Cc1ccc(S(=O)(=O)N2Cc3ccccc3CC2C(=O)Nc2cc(C)on2)cc1 (stereo not given) | -0.4 | i | i
COCCNC(=S)N/N=C(\C)c1cccc(C(F)(F)F)c1 | 2.1 | i | i
N#CC(c1ccccc1)C1CCN(Cc2ccccc2)CC1 (stereo not given) | -0.3 | i | i
COc1ccc(CCN(C)C(=O)COc2ccc(N(C)S(=O)(=O)c3ccc(C)cc3)cc2)cc1OC | . | i | i
O=C(c1cccc(OC2CCN(Cc3ccc(F)cc3Cl)CC2)c1)N1CCCC1 | -0.7 | -5.4* | i
CCOC(=O)c1c(NC(=O)CNC2CCCc3ccccc32)sc(C(N)=O)c1C (stereo not given) | 0.1 | i | i
Cc1cc(NC(=O)Cn2cnc3c(nnn3-c3cccc(F)c3)c2=O)no1 | 0.2 | i | i
O=C(NC1(C(F)(F)F)NC(=O)N(CC2CCCCC2)C1=O)c1ccco1 (stereo not given) | -0.1 | i | i
COc1ccc(/C=C/C(=O)NC(=S)Nc2ccc(S(=O)(=O)Nc3nccnc3OC)cc2)cc1 | . | i | i
CC(C)NC(=O)NNC(=O)Cn1nnc(-c2cccc(Cl)c2Cl)n1 | -0.8 | i | i
Cc1cccc(C(=O)NNC(=O)c2cc3cc4ccccc4nc3s2)c1 | -2.4 | i | i
C=CCOc1cccc(/C=C\c2nc(O)c([N+](=O)[O-])c(=O)[nH]2)c1 | -4.2 | i | i
O=C(COC(=O)CCCN1C(=O)c2ccccc2C1=O)Nc1ncc(Cl)cc1Cl | 0.0 | i | i
CCOC(=O)C1=C(C)NC2=C(C(=O)C(C(=O)OCC)C(c3ccco3)C2)C1c1ccccn1 (stereo not given) | -1.5 | i | i
NC(=O)c1cc(N=Nc2c(N)[nH]n(-c3c(Cl)cc(Cl)cc3Cl)c2=O)ccc1Cl | -0.7 | i | i
Cc1ccc(-c2nc3ccccc3nc2NN)cc1 | 0.5 | i | i
Brc1ccccc1OCCCCCN1CCOCC1 | 0.8 | i | i
CC(=O)Nc1cccc(Oc2cnc3ccccc3n2)c1 | -0.6 | i | i
CCOC(=O)c1c(NC(=O)COC(=O)CNC(=O)c2ccco2)sc(C(C)=O)c1C | . | i | i
COc1ccc(S(=O)(=O)N2CCN(Cc3cccc([N+](=O)[O-])c3)CC2)cc1 | -0.4 | i | i
Fc1ccccc1/C=N/N1CCN(Cc2ccccc2Cl)CC1 | -0.5 | i | i
O=C(Nc1ccc(Br)cc1)C1C2C=CC3(O2)C1C(=O)N(CCN1CCCCC1)C3C(=O)NC1CCCCC1 (stereo not given) | -2.5 | i | i
Cn1ccnc1SCC(=O)c1ccc(Br)cc1 | -1.4 | i | i
CN1CCN(CCCN(Cc2cccs2)C(=S)Nc2ccc(Cl)cc2)CC1 | -0.4 | i | i
COc1ccccc1NC(=O)CSc1nc2c(sc3ccccc32)c(=O)n1CCN(C)C | 1.7 | i | i
COc1ccc2c(c1)sc(=N)n2C | 0.2 | i | i
COc1ccc(-c2nc(-c3cccc(C)c3)nc(N3CCN(C)CC3)c2C#N)cc1 | -2.2 | i | i
COc1ccccc1OCC(=O)NNC(=O)c1cnccn1 | -1.7 | i | i
COCCn1c(=NC(=O)c2ccc(S(=O)(=O)N3CCOCC3)cc2)sc2cc(S(N)(=O)=O)ccc21 | -0.9 | i | i
NC(=O)c1ccc(NC(=O)c2cncn2-c2ccccc2)cc1 | 0.8 | i | i
Cc1onc(-c2ccccc2)c1C(=O)OCc1nnc(-c2ccccc2)o1 | 0.1 | i | i
CCCNC(=O)COC(=O)/C=C/c1ccco1 | 0.4 | i | i
COc1ccc(CCN(C)C2CCCN(S(=O)(=O)c3ccccc3)C2)cc1OC (stereo not given) | 8.7 | i | i
C/C(=N\N1CCN(C)CC1)c1ccc(Cl)c(Cl)c1 | -0.4 | i | i
Cc1nc(CNS(=O)(=O)c2ccc3c(c2)OCCO3)cs1 | -2.0 | i | i
Cc1ccc(S(=O)(=O)Oc2ccc(N3C(=O)C4C5CCC(C5)C4C3=O)cc2)cc1 (stereo not given) | 0.1 | i | i
COc1ccc(Cl)cc1NC(=O)Cn1c(=O)n2nc(C)nc2c2ccccc21 | -0.4 | i | i
CCC(C)n1c(SCC(=O)Nc2ccccc2C(F)(F)F)nc2ccsc2c1=O (stereo not given) | -1.8 | i | i
O=C(CSc1ncnc2nc[nH]c12)Nc1nnc(SCc2ccc(Cl)c(Cl)c2)s1 | . | i | i
Cn1c(=O)oc2cc(S(=O)(=O)NCCN3CCN(c4ccccc4F)CC3)ccc21 | -1.7 | i | i
COc1ccc(C(=O)Nc2nc3ccc(S(C)(=O)=O)cc3s2)cc1OC | 0.3 | i | i
Cc1nn(CCC(=O)N2CCN(S(=O)(=O)c3ccc(Cl)cc3)CC2)c(C)c1C | -0.7 | i | i
CNC(=O)CCCN1C(=O)c2ccccc2Sc2ncccc21 | -0.8 | i | i
COc1ccc(C(=O)Nc2cc(C)c3c(=O)oc4ccccc4c3n2)cc1 | -1.5 | i | i
CCN1CCN(CCCNC(=O)c2ccc3c(Cl)c4c(nc3c2)CCCC4)CC1 | 1.5 | i | i
N#CC(c1ccccc1F)(c1ncc(C(F)(F)F)cc1Cl)N1CCOCC1 (stereo not given) | -0.8 | i | i
CCCn1c(=N)c(C#N)cc2c(=O)n3ccccc3nc21 | -2.5 | i | 7*
CN(C)CCCO[C@@H]1[C@H]2OC(C)(C)O[C@H]2O[C@@H]1[C@H](O)CO | -1.5 | i | i

Bioassay records as filed in PubChem BioAssay.
